DT40 TDP1 no CPT: qHTS for Inhibitors of human tyrosyl-DNA phosphodiesterase 1 (TDP1): qHTS in cells in absence of CPT; DT40 Tdp1-/- hTDP1 cells, no CPT, ATP luminescence, 48 h; Potency, µM (doses to about 46.2 µM), for inactives: at the highest dose activity change, negative = growth inhibition, usual class: inhibitors; 420,000 tested, 15% active; note: nearly all actives have a fitted effect of over 55% in size
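Growth of hTDP1-complemented DT40 Tdp1-knockout cells is measured by ATP luminescence after at least 48 hr compound exposure at 37 °C, with DMSO substituting for the 20 nM CPT used in the parallel screen.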
KAT2A inh: inhibitors of human GCN5L2 histone acetyltransferase. 390,000 tested, 0.21% active. Potency, µM (top dose mostly 58.9 µM), for inactives: at the top dose activity change, negative = inhibition, actives largely listed as inhibitors. GCN5L2 HAT assay, ThioGlo1 CoA-SH fluorescence. Q92830
Target sequence (Q92830 whole entry, looked up): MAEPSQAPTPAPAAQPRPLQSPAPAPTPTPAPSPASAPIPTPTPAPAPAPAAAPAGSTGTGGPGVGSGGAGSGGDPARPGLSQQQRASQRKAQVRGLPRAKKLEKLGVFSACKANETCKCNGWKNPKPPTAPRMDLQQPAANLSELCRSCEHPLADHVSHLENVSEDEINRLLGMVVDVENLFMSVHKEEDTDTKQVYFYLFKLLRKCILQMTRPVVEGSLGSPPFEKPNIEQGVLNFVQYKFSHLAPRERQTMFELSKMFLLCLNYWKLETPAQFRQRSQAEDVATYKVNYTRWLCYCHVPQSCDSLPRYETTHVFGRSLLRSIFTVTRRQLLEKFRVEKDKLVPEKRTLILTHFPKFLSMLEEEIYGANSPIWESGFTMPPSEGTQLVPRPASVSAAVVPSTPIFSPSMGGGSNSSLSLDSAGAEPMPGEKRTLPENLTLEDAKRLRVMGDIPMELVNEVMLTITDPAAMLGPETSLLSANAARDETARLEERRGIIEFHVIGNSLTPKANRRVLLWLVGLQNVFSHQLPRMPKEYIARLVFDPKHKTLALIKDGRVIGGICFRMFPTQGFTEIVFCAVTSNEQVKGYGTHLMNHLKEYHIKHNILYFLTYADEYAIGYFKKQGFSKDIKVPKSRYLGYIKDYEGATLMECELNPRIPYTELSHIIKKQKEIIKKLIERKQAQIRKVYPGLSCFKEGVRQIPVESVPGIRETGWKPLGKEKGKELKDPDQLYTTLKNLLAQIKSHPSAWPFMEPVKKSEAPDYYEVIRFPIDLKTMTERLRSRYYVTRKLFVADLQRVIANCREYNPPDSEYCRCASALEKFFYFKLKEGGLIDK
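qHTS, 1536-well. 20nM enzyme, pH 7.5 HEPES/EDTA/Tween-20 buffer; 15 min compound preinc., RT. Start: 75uM H3(1-25), 70uM AcCoA, 50uM ThioGlo1. Read Ex340/Em540 at t=0 (autofluorescence flag) and t=20 min.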
DT40 TDP1 CPT: growth inhibition of DT40 Tdp1-/-;hTDP1 cells with camptothecin (screen for TDP1 inhibitors); chicken DT40 Tdp1-/-;hTDP1 cells + 20 nM CPT, ATP luminescence, 48 h; 420,000 tested, 12% active; AID 686979; Potency, µM (series often up to 46.2 µM), for the others: at the highest dose activity change, negative = growth inhibition, actives largely listed as inhibitors; note: nearly all actives have a fitted effect of over 55% in size
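Chicken DT40 Tdp1-/- cells complemented with human TDP1, 400 cells/well, exposed to compounds plus 20 nM camptothecin for at least 48 h at 37 C; viability read as ATP content by CellTiter-Glo luminescence.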
The depositor's hits bear a star; ? = inconclusive; . = not tested or not shown; & = joins results of further samples. Calls come from the whole dose curve; as a rule, active = well fitted curve in the direction sought with a large enough effect; inconclusive = small, poorly fitted or top-dose-only effect, or another doubt; inactive = no such curve, though single readings can be large; an effect the other way counts as inactive or inconclusive. % is set by controls: 0 for no effect and ±100 for the full control effect; potency is the fitted concentration of half-maximal effect. Compounds as they come; overall some 18% were active at least once.

SMILES	DT40 TDP1 no CPT	KAT2A inh	DT40 TDP1 CPT
Cc1ccc(CNCCCSc2nc(C)cc(C)n2)cc1	?	-13%	?
Clc1ccccc1CSc1nnc(-c2ccco2)c(-c2ccco2)n1	-21%	-29%	?
Fc1ccc(/C=C/c2ccc3ccccc3n2)cc1	2.8µM*	.	2.8µM*
COc1ccc(-n2nnnc2SCC(=O)Nc2ccc3c(c2)OCCO3)cc1OC	9.2µM*	0%	?
NS(=O)(=O)c1ccc(CCNC(=O)Cc2ccc(Cl)cc2)cc1	-3%	-13%	10%
O=C(CCn1nnc2ccccc21)Nc1nnc(COc2ccc(F)cc2)s1	-19%	-2%	-12%
CC(C)C[C@H](NC(=O)N1CC(=O)Nc2ccccc21)C(=O)N1CCC[C@H]1C(=O)O	-5%	-5%	7%
CCNC(=S)N1C2CCC1CC(NC(=O)Nc1ccc(C(=O)OCC)cc1)C2 (stereo not given)	-7%	-3%	1%
Clc1cccc2c3c([nH]c12)CCNC3	-20%	0%	11%
COc1ccc(N(C(=O)c2ccco2)C(C(=O)NC2CCCC2)c2ccc(N(C)C)cc2)cc1 (stereo not given)	16µM*	?	?
O=C(CSc1nnc2[nH]c(=O)cc(-c3ccccc3)n12)Nc1ccc(F)cc1F	-11%	?	8%
O=C(COC(=O)Cc1ccc(Cl)cc1)Nc1ccccc1-c1ccccc1	?	-2%	-7%
Cc1ccc(Cn2c(CN3CCC(C(=O)O)CC3)cc3ccccc32)cc1	-27%	3%	-30%
O=C(CSC1=NCCN1)Nc1ccccc1[N+](=O)[O-]	21µM*	-2%	?
COc1ccc(N2C(=O)C(Cl)=C(N3CCCC(C)C3)C2=O)cc1 (stereo not given)	-12%	-13%	-8%
O=C(COC(=O)C1CC2C=CC1C2)Nc1ccccc1F (stereo not given)	-13%	-6%	4%
CCOc1ccc(CNC(=S)N/N=C/c2ccc(OC)c(OC)c2)cc1	?	-18%	-17%
CCOC(=O)c1c(C)[nH]c(C(=O)CSc2ccc(Cl)cc2)c1C	?	-3%	-19%
O=C(c1ccccc1)N1N=C(c2ccccc2)CC1(O)C(F)(F)F (stereo not given)	-17%	-7%	4%
CC(=O)c1cccc(NC(=O)c2c(C)nn(-c3ccccc3)c2Cl)c1	?	-8%	-15%
CCOC(=O)c1ccc(NC(=S)N(CCN(C)C)C(C)c2ccncc2)cc1 (stereo not given)	-3%	0%	-27%
CCc1nnc(NS(=O)(=O)c2ccc(NC(=O)/C=C/c3ccc(F)cc3)cc2)s1	8%	-13%	4%
C/C(CC(=O)NC12CC3CC(CC(C3)C1)C2)=N\NC(=O)c1ccc(C)cc1	4%	3%	9%
O=C(COC(=O)c1cc(S(=O)(=O)N2CCOCC2)c(Cl)cc1Cl)NCc1ccco1	1%	?	11%
NC(=O)COC(=O)c1ccc(-c2ccc(O)cc2)cc1	13%	1%	3%
O=C(CCSc1ccccc1)NCCSCc1ccco1	?	-16%	2%
O=C(CSc1nc2sc3c(c2c(=O)n1-c1ccccc1)CCCC3)N/N=C/c1ccccc1C(=O)O	2%	3%	-3%
CCOc1ccccc1N(CC(=O)NCCSc1ccccn1)S(=O)(=O)c1ccccc1	?	0%	?
O=C(CCCN1C(=O)/C(=C\c2ccccc2)SC1=S)Nc1ccc(O)cc1C(=O)O	-5%	-4%	-14%
CN(C)S(=O)(=O)c1ccc(C(=O)OCC(=O)Nc2sc3c(c2C#N)CCCCC3)cc1	2%	-11%	8%
O=C(CCCCCn1c(=S)[nH]c2ccc(N3CCOCC3)cc2c1=O)NCc1cccc(Cl)c1	-24%	-5%	-21%
CCC(=O)Nc1c(C)ccc2nsnc12	-11%	0%	3%
COc1ccc(CCNC(=O)C(=O)Nc2ccc3c(c2)OCO3)cc1OC	-12%	-1%	5%
COc1ccc(-c2cn(CCCOCc3ccccc3)nn2)cc1	?	-5%	?
CCN(CC)C(=O)/C(=C/c1ccc2c(c1)OCO2)NC(=O)c1ccc(Br)cc1	-8%	-3%	0%
COCCCNC(=O)CNC(=O)c1cn(-c2ccccc2OC)c(=O)c2ccccc12	12%	1%	-5%
COc1ccccc1N1CCN(C(=O)c2cccs2)CC1	-4%	-16%	-20%
CCOc1ccc(-c2nc3n(c(=O)c2C#N)CCS3)cc1	12%	-8%	1%
COc1ccc(-c2nc3ccccc3n2OCC(=O)O)cc1	-25%	-1%	-1%
CC(C)(C)c1cnnn1-c1ccc(/C=N/Nc2ccc([N+](=O)[O-])cc2)cc1	13µM*	-1%	18µM*

In the list so far, these have a COOH group:
SMILES	DT40 TDP1 no CPT	KAT2A inh	DT40 TDP1 CPT
CC(C)C[C@H](NC(=O)N1CC(=O)Nc2ccccc21)C(=O)N1CCC[C@H]1C(=O)O	-5%	-5%	7%
Cc1ccc(Cn2c(CN3CCC(C(=O)O)CC3)cc3ccccc32)cc1	-27%	3%	-30%
O=C(CSc1nc2sc3c(c2c(=O)n1-c1ccccc1)CCCC3)N/N=C/c1ccccc1C(=O)O	2%	3%	-3%
O=C(CCCN1C(=O)/C(=C\c2ccccc2)SC1=S)Nc1ccc(O)cc1C(=O)O	-5%	-4%	-14%
COc1ccc(-c2nc3ccccc3n2OCC(=O)O)cc1	-25%	-1%	-1%

The list goes on:
SMILES	DT40 TDP1 no CPT	KAT2A inh	DT40 TDP1 CPT
COc1ccc2nc(/C(C#N)=C\c3ccc(C(=O)O)cc3)[nH]c2c1	?	-18%	-30%
CS(=O)(=O)NCC(c1cccnc1)N1CCN(c2ccc(F)cc2)CC1 (stereo not given)	-10%	-3%	9%
CCS(=O)(=O)N1CCc2cc(C(=O)Nc3cc(Cl)ccc3C)ccc21	23µM*	-5%	29µM*
CC(=O)OCC(=O)[C@@]1(O)[C@H](OC(C)=O)C[C@H]2[C@@H]3CCC4=CC(=O)C=C[C@]4(C)[C@@]3(F)[C@@H](O)C[C@@]21C	?	-17%	?
CCCn1c2ccccc2c2nnc(SCC(=O)Nc3c(C)n(C)n(-c4ccccc4)c3=O)nc21	?	-2%	-14%
Cc1ccc(C(=O)NCN2CCN(c3ccc(F)cc3)CC2)cc1	-4%	3%	-14%
Cc1[nH]c2ccccc2c1C(C[N+](=O)[O-])c1cccs1 (stereo not given)	?	-8%	?
COc1ccc2cc(C(=O)NCc3ccc4c(c3)CCN4C(=O)c3ccccc3)[nH]c2c1	-16%	-5%	-7%
CCN1CCN(CCC(=O)Nc2cccc(C)c2)CC1	21%	2%	18%
S=C1NCC(c2ccccc2)S1 (stereo not given)	-21%	.	-45%
Cc1ccc(NC(=O)C2CC3CCC2C3)c(Br)c1 (stereo not given)	-17%	-15%	-28%
S=C(NCCNC(=S)Nc1ccccc1)Nc1ccccc1	-4%	3%	-1%
O=C(Cc1cccc(NC(=O)C2CCN(S(=O)(=O)c3cccc([N+](=O)[O-])c3)CC2)c1)Nc1cccc(C(=O)N2CCCCC2)c1	-12%	.	-21%
CNc1snc(C)c1C(=O)OC(C)C(=O)NCc1ccccc1 (stereo not given)	?	-3%	-33%
CC1(c2ccc3ccccc3c2)NC(=O)N(CC(=O)N2CCCC(C(F)(F)F)C2)C1=O (stereo not given)	-7%	-2%	-28%
Cc1ccc2nc(C3CCCN(C(=O)NCc4ccccc4)C3)[nH]c2c1 (stereo not given)	-9%	-10%	-27%
O=C(COc1ccccc1F)Nc1ccc(S(=O)(=O)N2CCCC2)cc1	-23%	-7%	?
N#Cc1cccc(CSc2nnc(CCCO)n2-c2ccccc2)c1	-6%	-7%	-5%
c1ccc(-c2ccc3sccc3n2)cc1	-8%	.	-5%
O=C(NCCc1nnc2ccc(SCC(=O)N3CCCC3)nn12)c1ccc(F)cc1	24%	-6%	-4%
C/C(Cl)=C\Cn1c(O)c(N=NC(N)=S)c2ccccc21	3.7µM*	-11%	4.1µM*
CCOC(=O)C1CCN(C(=O)COC(=O)COc2ccccc2OC)CC1	-20%	-8%	6%
O=[N+]([O-])c1ccccc1S(=O)(=O)NC1CCCC1	-3%	-14%	0%
COc1ccc(CCNS(=O)(=O)c2cc3c4c(c2)CC(=O)N4CCC3)cc1	1%	-8%	-26%
O=C(CSc1nc(O)c(C2CCCCC2)c(=O)[nH]1)N1CCOCC1	1%	0%	10%
O=c1cc(CSc2nnc(-c3ccccc3)o2)c2ccccc2[nH]1	-19%	-6%	-10%
Cc1csc(NC(=O)C2CCN(S(=O)(=O)c3ccccc3)CC2)n1	?	-2%	?
CCc1cccc(C)c1NS(=O)(=O)c1c(C)nc2sccn2c1=O	?	0%&-8%	-22%&-30%
C=CCNc1ncnc2c1cnn2-c1ccc(C)cc1C	?	-5%	-4%
NNc1ccccc1C(F)(F)F	9%	-16%	4%
Oc1ccc(/C=N/Nc2cccc3cccnc23)c(O)c1	?	-2%	?
Cc1ccccc1C(=O)Oc1ccc(Cl)cc1C(=S)N1CCOCC1	-14%	-14%	?
O=C(O)CCn1nc(-c2ccc(F)cc2)cc(Cc2ccccc2)c1=O	-16%	-1%	1%
CC(=O)Nc1cccc(-c2ccnc3c2CC(C)(C(=O)NCc2ccc(N(C)C)cc2)O3)c1 (stereo not given)	2.9µM*	.	3.3µM*
CCOC(=O)c1cnc(SCc2nc(N)nc(Nc3ccc(OC)cc3)n2)nc1N	?	-3%	?
CCN1CCN(C(=O)c2cc(-c3ccco3)nc3ccccc23)CC1	-4%	?	-6%
CNC(=O)c1cc2c(n(-c3ccc(C)cc3)c1=O)CC(C)(C)CC2=O	0%	-3%	0%
Cc1ccc2cc(CN(Cc3ccco3)C(=O)NC3CCCCC3)c(=O)[nH]c2c1C	29µM*	-13%	16µM*
CC(=O)Nc1cccc(C(=O)NCc2ccc3c(c2)CCN3C(=O)c2ccccc2)c1	?	-7%	?
Cc1ccccc1OCC(=O)OCC(=O)Nc1cc(S(C)(=O)=O)ccc1Cl	0%	-2%	-2%

One compound at a time, as listed above:
Listed for CCc1cccc(C)c1NS(=O)(=O)c1c(C)nc2sccn2c1=O : DT40 TDP1 no CPT = ?; KAT2A inh = 0%&-8%; DT40 TDP1 CPT = -22%&-30%
Listed for COc1ccc(CCNS(=O)(=O)c2cc3c4c(c2)CC(=O)N4CCC3)cc1 : DT40 TDP1 no CPT = 1%; KAT2A inh = -8%; DT40 TDP1 CPT = -26%

More compounds follow:
SMILES	DT40 TDP1 no CPT	KAT2A inh	DT40 TDP1 CPT
CC(NC(=O)COC(=O)C1CCCCC1)c1ccccc1 (stereo not given)	2%	3%	-20%
C=C(C)c1cccc(C(C)(C)NC(=O)N2CCCC(C(N)=O)C2)c1 (stereo not given)	-40%	0%	-1%
Cc1ccc(S(=O)(=O)CCC(=O)OC(C)C(=O)c2c(C)[nH]c3ccccc23)cc1 (stereo not given)	-15%	-1%	-25%
CC1CCC2(CC1)NC(=O)N(CC(=O)Nc1cccc(S(=O)(=O)N3CCOCC3)c1)C2=O (stereo not given)	2%	-3%	-12%
CC(C)CC(=O)Nc1c2c(nn1-c1cccc(Cl)c1)CS(=O)C2 (stereo not given)	19%	-4%	1%
O=C(N/N=C/c1ccc(Cl)c([N+](=O)[O-])c1)c1cc(-c2ccccc2)nc2ccccc12	7.3µM*	-4%	6.5µM*
CC(C)(C)Cc1nnc(NC(=O)c2ccc3c(c2)OCO3)s1	-21%	-10%	-11%
COc1ccc(S(=O)(=O)N2CCOCC2)cc1NC(=O)CSc1n[nH]c(=O)n1C1CC1	-4%	1%	-15%
O=C(NCCC1CCCCN1S(=O)(=O)c1ccccc1)C(=O)NC1CC1 (stereo not given)	-2%	-6%	1%
COc1ccc(C2CC(c3ccccc3)=NN2c2ccc(Cl)c(C(=O)O)c2)cc1 (stereo not given)	-9%	?	-11%
Cn1c(=O)n(C)c2cc(N3CCCCC3)c(NC(=O)c3ccccc3)cc21	?	-6%	29µM*
c1ccc2c(c1)nc1sccn12	-10%	-14%	3%
COC(=O)C(CCSC)NC(=O)c1cc2c(n(-c3ccc(C)cc3)c1=O)CC(C)(C)CC2=O (stereo not given)	-9%	-3%	1%
COC(=O)[C@]1(C)N[C@H](CN(C)S(=O)(=O)c2ccc(C)cc2)[C@@H]2C(=O)N(Cc3ccccc3)C(=O)[C@@H]21	-25%	-9%	-8%
O=C1CC(c2ccccc2)n2nc(NC(=O)C3CCCO3)nc2N1 (stereo not given)	12%	3%	-6%
COc1ccc(-n2c(-c3ccc(Br)cc3)c[n+]3c2CCc2ccccc2-3)cc1	0.92µM*	-2%	1.6µM*
CCCC(=O)NC(=S)Nc1cc(-c2nc3ncccc3o2)ccc1C	?	1%	?

Bioassay records from PubChem BioAssay.
